HCV inhibitor = inhibitors of hepatitis C virus infection | Potency, µM (highest dose often 41.8 µM), inactives show at the top dose activity change, negative = inhibition, most hits filed as inhibitors | 340,000 tested, 3.4% active | AID 651820 | Huh7.5.1 HCVcc-Cre infection, luciferase reporter, 44 h; note: potency is the fitted concentration of half-maximal effect; % is set by controls: 0 for no effect and ±100 for the full control effect
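A cell-based infection assay in which seeded cells (1,000 per well) receive test compound after 4 h, are inoculated with HCVcc-Cre at approximately 0.5 moi, and are incubated 44 h before luminescence detection.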
Giardia FBPA inh = blocks Giardia fructose-bisphosphate aldolase activity | A8B2U2 | purified Giardia FBPA | Potency, µM (titrated, usually from 59.6 µM), inactives show at the top dose activity, negative = inhibition, usual class: inhibitors | 290,000 tested, 0.71% active; note: potency is the fitted concentration of half-maximal effect; % is set by controls: 0 for no effect and ±100 for the full control effect; nearly all actives have a fitted effect of over 55% in size
Target sequence (A8B2U2 whole entry, looked up): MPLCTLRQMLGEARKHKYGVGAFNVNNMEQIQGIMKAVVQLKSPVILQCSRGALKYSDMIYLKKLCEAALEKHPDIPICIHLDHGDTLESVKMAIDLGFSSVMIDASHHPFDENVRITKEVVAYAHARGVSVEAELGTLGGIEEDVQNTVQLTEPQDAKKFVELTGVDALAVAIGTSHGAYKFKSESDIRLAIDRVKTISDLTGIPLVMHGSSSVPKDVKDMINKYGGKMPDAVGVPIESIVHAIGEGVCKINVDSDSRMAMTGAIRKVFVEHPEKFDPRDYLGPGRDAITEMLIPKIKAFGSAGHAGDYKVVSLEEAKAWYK
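40 nM FBPA preincubated 10 min at RT with compound (up to 57.5 uM final), then substrate plus GAPDH/TPI/NAD/arsenate coupling and diaphorase/resazurin added. Fluorescence read after 20 min at RT, 525/598 nm.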
Pf growth 96h = P. falciparum growth inhibition at 96 hour, primary screen for plastid delayed-death inhibitors. P. falciparum luciferase reporter growth, 96 h. Potency, µM (top dose mostly 28.7 µM), for the others: at the highest dose activity change, negative = inhibition, usual class: inhibitors. 320,000 tested, 6.9% active; note: potency is the fitted concentration of half-maximal effect; % is set by controls: 0 for no effect and ±100 for the full control effect
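Two parasite generations (96 h, 37 C, 5% CO2) of compound exposure in infected erythrocytes (0.05% parasitemia, 2% hematocrit). Luciferase-reporter P. falciparum; decreased luminescence indicates inhibited growth, aimed at apicoplast-acting delayed death.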
Shiga inhibitor = blocks Shiga toxin action in Vero cells; inhibition, % at 38.7 µM; 290,000 tested, 9.2% active; Vero cells, Shiga toxin protein synthesis inhibition reporter; in the data active = inhibition mostly above about 28%, no sharp cut-off; inactive = mostly below about 43%; note: 0% is about no effect
CHX counter = counter-screen hit for Shiga toxin inhibitors, cycloheximide; cell reporter, cycloheximide protein synthesis inhibition counterscreen; max response, %; 300,000 tested, 12% active; in the data active = max response mostly above about 13%, no sharp cut-off; inactive = mostly below about 14%; note: read at 38.3 µM for the half of the compounds with a filed dose; 0% is about no effect
Pf growth 48h = inhibits P. falciparum growth in the first generation, 48 h; 310,000 tested, 5.9% active; Potency, µM (series often up to 28.7 µM), inactives show top-dose activity change, negative = inhibition, usual class: inhibitors; P. falciparum luciferase growth in erythrocytes, 48 h; AID 504832; note: potency is the fitted concentration of half-maximal effect; % is set by controls: 0 for no effect and ±100 for the full control effect
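Parasite viability was followed by luminescence of a genomically integrated firefly luciferase. Cultures held 0.1% parasitemia at 2% hematocrit (final), incubated under 5% CO2 at 37 C.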
The depositor's hits bear a star; u = inconclusive; x = not tested or not shown; & = joins results of further samples; [ ] = dose if it differs, or a comment. Unless noted, calls come from the whole dose curve; as a rule, active = well fitted curve in the direction sought with a large enough effect; inconclusive = small, poorly fitted or top-dose-only effect, or another doubt; inactive = no such curve, though single readings can be large; an effect the other way counts as inactive or inconclusive.

Results follow in this order: HCV inhibitor	Giardia FBPA inh	Pf growth 96h	Shiga inhibitor	CHX counter	Pf growth 48h
CCCCN(C(=O)C1CCC1)c1c(N)n(Cc2ccccc2)c(=O)[nH]c1=O
→ 1%	x	-5%	x	x	-26%
O=C1NC(=O)c2c1c1c3ccccc3n3c1c1c2c2ccccc2n1C1CCC3O1
→ x	1%	x	-14	-8	x
COc1cccc(NC(=O)CN(C)C(=O)c2ccccc2CCc2ccccc2)c1
→ x	x	u	16	-3	u
O=[N+]([O-])c1cccc(NC(=S)N2CCOCC2)c1
→ 9%	0%	-2%	-8	12	4%
CC(=O)c1c(C)[nH]c(C)c1C(C)=O
→ 25%	-9%	-14%	-17	-4	x
CC(C)N(Cc1ccccc1)C(=O)c1cccs1
→ 16%	6%	3%	-8	-6	7%
Cc1nc2nc(C)c(NS(=O)(=O)c3ccc(CC(C)C)cc3)c(=O)n2[nH]1
→ 13%	-7%	-3%	-16	9	24%
COc1ccc(CNC(=O)CCc2c[nH]c3ccccc23)cc1
→ 18%	3%	-2%	1	1	-6%
COc1ccccc1C1C=C(c2ccccc2)Nc2nnnn21 (stereo unspecified)
→ -9%	-9%	-19%	165*	17	24%
O=C(Nc1ccc2c(c1)OCO2)c1cc(Cl)ccn1
→ u	x	20%	x	x	89%[activator]
Cc1ccc(S(=O)(=O)CC(=O)c2ccc3c(c2)OCCO3)cc1
→ 6%	-2%	51%[activator]	82*	45*	58%[activator]
NS(=O)(=O)c1ccc(NC2=CC(=O)C(=O)c3ccccc32)cc1
→ 16µM*	2.5µM*	10µM*	-1	2	u
Cc1cc2cc3c(cc2nc1SCC(=O)OC(C)C)OCCO3
→ u	4%	135%[activator]	-8	8	x
O=C(NCc1ccco1)C(c1cccs1)N(Cc1ccccc1)C(=O)Cn1nnc2ccccc21 (stereo unspecified)
→ -14%	10%	u	49*	30*	u
CCOC(=O)CNc1ncc([N+](=O)[O-])cc1C#N
→ 2%	4%	-21%	-8	-3	2%
CCOc1cc(C=O)ccc1OCCSc1ccc(C)cc1
→ -22%	-4%	10%	26	23	-14%
Cc1oc(-c2ccc(Cl)cc2)cc1-c1nn2c(-c3ccco3)nnc2s1
→ x	4%	u	-10	-1	30%[activator]
CCc1c(C)nc2c(C)cccc2c1SCCC#N
→ 12%	-4%	46%[activator]	25	-2	15%
COc1cccc2c1NC(C(=O)O)C1CC=CC21 (stereo unspecified)
→ -9%	u	80%[activator]	-15	-2	-16%
NC(=O)C1CCN(c2oc(-c3ccccc3F)nc2S(=O)(=O)c2ccc(Cl)cc2)CC1
→ 5%	-23%	x	-9	-3	1%
O=C(CCc1ccccc1)NC(=S)Nc1cc(C(F)(F)F)ccc1N1CCOCC1
→ -8%	-18%	8.3µM*	35	-2	u
CCOC(=O)Cn1c(=O)c2c(nc(N3CCCCC3)n2C)n(C)c1=O
→ -6%	0%	u	-12	-6	u
O=C(Cc1cccc(C(F)(F)F)c1)OCC(=O)N1CCN(S(=O)(=O)c2ccc(Cl)cc2)CC1
→ -7%	x	u	x	x	-7%
CCOC(=O)CC1(C)NC(=O)c2c(C)sc(C(=O)OCC)c2N1 (stereo unspecified)
→ -8%	1%	27%	-11	-5	0%
Nn1c(SCC(=O)Nc2ccccc2C(F)(F)F)nncc1=O
→ 9%	20µM*	6%	-8	2	10%
N#Cc1c(NC(=O)CSc2nc(N)cc(=O)[nH]2)sc2c1CCCCCC2
→ u	-3%	26%	-6	-3	-1%
CC(OC(=O)CCC(=O)c1cccs1)C(=O)NC1CCCCC1C (stereo unspecified)
→ 8%	x	-21%	x	x	-9%
CCCCN(CCCC)C(=O)C1CC=CCC1C(=O)O (stereo unspecified)
→ 25%	-1%	61%[activator]	9	-3	4%
O=C(c1cccc(S(=O)(=O)Nc2ccccc2Cl)c1)N1CCC1
→ 14%	x	1%	x	x	-2%
COc1cc(/C=C/C(=O)OCC(=O)NCc2ccco2)cc(OC)c1OC
→ -16%	5%	u	-7	-2	u
COCCNC(=O)C(c1ccco1)N(C(=O)Cn1nnc2ccccc21)c1ccc(C)cc1C (stereo unspecified)
→ 0%	0%	x	12	-3	u
Cc1ccc(S(=O)(=O)NC(=O)NC(C)(C)C)cc1
→ 1%	6%	x	15	-5	2%
O=C(c1ccc(Cl)c(S(=O)(=O)N2CCOCC2)c1)N(Cc1nnc(-c2ccccc2Cl)o1)C1CC1
→ u	x	u	x	x	u
COC(=O)c1ccccc1NC(=O)Nc1cc(C)cc(C)n1
→ 23%	3%	-3%	4	1	11%
CCC(C)N(C(=O)COC(=O)c1cc([N+](=O)[O-])ccc1N1CCOCC1)C1CCS(=O)(=O)C1 (stereo unspecified)
→ 4%	x	15%	x	x	5%
COc1cc(C(c2c(C)[nH][nH]c2=O)c2c(C)[nH][nH]c2=O)cc(Cl)c1O
→ -1%	-21%	u	10	-2	u
O=C(CCCCCn1c(=O)[nH]c2ccccc2c1=O)N1CCN(Cc2ccc3c(c2)OCO3)CC1
→ u	2%	11%	-19	-3	x
CCc1cccc2c(C(=O)COC(=O)c3ccc([N+](=O)[O-])s3)c[nH]c12
→ 28µM*	-9%	u	46	-2	u
CO/N=C/c1c(-c2ccccc2)nn(C)c1Cl
→ -5%	0%	-7%	-6	-1	427%[activator]
CCCC(=O)Nc1ccc2c(c1)nc1n2CCN(CCOC)C1
→ 26%	u	-19%	4	5	-3%
CC(C)CN(C(=O)COc1ccc(C(C)(C)C)cc1)C1CCS(=O)(=O)C1 (stereo unspecified)
→ 6%	x	u	x	x	u
CC(CCc1ccc(O)cc1)NCc1ccc(Cl)cc1Cl (stereo unspecified)
→ -11%	u	22%	-5	0	3%
Cc1ccc(NC(=O)CN(C)CC(=O)Nc2ccccc2C#N)cc1
→ -10%	1%	-16%	-12	-4	u
Cc1ccc(-n2nc3c(=O)n(CCCC(=O)NCc4ccccc4Cl)nc(C)c3c2C)cc1
→ 5%	18%	2.6µM*	-10	6	u
Cc1cc(NC(=O)Nc2cccc(Cl)c2)n(C(C)(C)C)n1
→ -11%	8%	20%	-12	-1	14%
COC(=O)CCNC(=O)Cc1c(C)n(C(=O)c2ccc(Cl)cc2)c2ccc(OC)cc12
→ 3%	6%	0%	-6	-5	-5%
COc1cccc(C(=O)/C=C/Nc2ccc(S(=O)(=O)Nc3onc(C)c3C)cc2)c1
→ 4%	22%	2%	63*	44*	38%[activator]
C=C(C)c1cccc(C(C)(C)NC(=O)N2CCC(C(N)=O)CC2)c1
→ 7%	5%	-9%	-9	1	5%
CCOc1ccccc1NC(=O)c1ccc2c(c1)C(=O)N(C(C)(C)C)C2=O
→ 10%	1%	-15%	x	-2	6%
CCO[C@H]1OC(C(=O)NCc2ccccc2)=C[C@@H](C2CC2)[C@@H]1CCCO
→ -21%	10%	-19%	13	1	u

Carrying on.
Results follow in this order: HCV inhibitor	Giardia FBPA inh	Pf growth 96h	Shiga inhibitor	CHX counter	Pf growth 48h
NC(=O)c1ccc(NC(=O)C#Cc2ccccc2)cc1
→ u	0%	u	56*	35*	u
Cc1ccc(N2CCN(/N=C/C(Cl)=C/c3ccccc3)CC2)cc1
→ -11%	-1%	-2%	32	12	8%
O=C(O)CCc1ccc(-c2ccc(F)cc2)n1CC(=O)O
→ -6%	10%	0%	-10	-1	8%
CC(=O)/C(=C/N(C)C)Sc1ccc(C)cc1
→ 25%	16%	15%	-14	7	x
COc1ccc(C(=O)C2CCCN(Cc3cccn3-c3ccccn3)C2)c(OC)c1 (stereo unspecified)
→ u	0%	u	-26	1	u
Cc1cc(=S)n(-c2ccccc2)n1C
→ 12%	u	12%	39*	16	0%
COC(=O)CCCC(=O)NC1CC(C)(C)Cc2c1cnn2-c1ccc(C)cc1 (stereo unspecified)
→ 25%	5%	93%[activator]	24	9	-17%
Cc1nc(-c2cccnc2)sc1C(=O)Nc1ccc(C(F)(F)F)cc1
→ u	-6%	0%	9	6	u
O=S(=O)(NCc1cccs1)c1ccc(Br)s1
→ x	x	21%	-8	-1	15%
O=C(Nc1ccc(-c2nnc3n2CCCCC3)cc1)c1ccco1
→ 11%	19%	-10%	-1	27	-4%
CCCOC(=O)C1=C(C)NC2=C(C(=O)C(C(=O)OC)C(C)C2)C1c1ccc(N(C)C)cc1 (stereo unspecified)
→ -6%	-13%	14%	16	12	u
Cc1cc2c(cc1S(=O)(=O)CCC(=O)NCc1ccccc1)OCC(=O)N2
→ 8%	6%	4%	9	-1	9%
COc1cccc(N2CCN(CC(=O)Nc3nc(C)c(C(=O)N(C)C)s3)CC2)c1
→ 16%	u	u	-14	-1	2%
O=S(=O)(NN=C1CCCCC1)c1ccccc1
→ 24%	-1%	u	-13	-2	u
CCCSc1nnc(N2C(=O)CC(c3ccsc3)C3=C2CCCC3=O)s1 (stereo unspecified)
→ 19%&3%	6%	u	3	-1	u
COC(=O)c1ccc2nc(Nc3nc4ccc(F)cc4s3)sc2c1
→ 33%[activator]	-1%	28%	-34	28*	41%[activator]
O=C(COC(=O)c1ccccc1NC(=O)c1ccco1)Nc1ncc(Cl)cc1Cl
→ 5%	1%	x	25	7	9%
COc1ccccc1NC(=O)c1cc(OC)c(OC)cc1[N+](=O)[O-]
→ -11%	3%	31%[activator]	-4	8	1%
C=CCc1cc(OC)ccc1OCCN1CC(C)OC(C)C1 (stereo unspecified)
→ 4%	u	57%[activator]	x	-1	-4%
O=C(Cc1ccc(F)cc1)OCC(=O)c1cc2ccccc2o1
→ 6%	-9%	-9%	2	-2	13%
O=C(NCCCn1ccnc1)c1cc2c(ccc3ccccc32)o1
→ 19%	0%	-11%	68	31*	41%[activator]
COc1ccccc1N1CCN(Cc2ccc(O)c3ncccc23)CC1
→ 3.5µM*	u	x	20	21*	2.6µM*
N#Cc1cc2[nH]c3ccccc3c2[n+](-c2ccc([N+](=O)[O-])cc2)c1N
→ -5%	-8%	u	-6	-4	u
CCC(=O)N1N=C(c2ccccc2)CC1c1ccccc1 (stereo unspecified)
→ -22%	3%	u	1	-2	u
O=C(CCNS(=O)(=O)c1ccc(Cl)cc1)N1CCN(Cc2ccccc2)CC1
→ -13%	3%	88%[activator]	8	-4	0%
Cc1ccc2c(c1)N=C(c1ccc(F)cc1)CO2
→ 0%	-6%	30%[activator]	111*	41*	44%[activator]
O=C(Nc1nc(-c2ccccc2)cs1)c1ccc2c(c1)S(=O)(=O)c1ccccc1C2=O
→ 4%	4%	33%[activator]	-16	-2	21%
O=C(NCc1nc2ccccc2[nH]1)c1cccc(S(=O)(=O)N2CCCC2)c1
→ 11%	0%	-27%	-11	-4	x
CCn1c(SCC(=O)Nc2ccc(C)cc2)nnc1-c1ccccn1
→ -9%	-25%	-1%	14	1	-2%
Cc1cccc(NS(=O)(=O)Cc2ccccc2)n1
→ 3%	5%	14%	-2	-1	-21%
COC(=O)c1c(C)[nH]c(C(=O)OCC(=O)NCC(C)C)c1C
→ u	1%	17%	-11	12	x
O=C(c1ccco1)N1CCN(c2nnc(-c3ccccc3)c3ccccc23)CC1
→ -2%	-1%	u	-8	-4	x
COc1ccc2[nH]cc(C(=O)CN3CCCCC3C)c2c1 (stereo unspecified)
→ x	-2%	x	-4	-1	-19%
O=CN1CCN(C(=O)c2ccccc2F)CC1
→ -1%	0%	x	16	-5	8%
COC(=O)c1cc(Br)c(=O)n(CCN2CCOCC2)c1
→ 23%	3%	30%	5	-1	6%
CCOC(=O)CC/C(=N\NC(N)=O)c1ccc(OC)c(Cl)c1
→ 20%	x	56%[activator]	x	x	37%[activator]
Cc1c(C(=O)O)sc2nc(/C=C/c3ccccc3OC(F)F)[nH]c(=O)c12
→ 1%	u	13µM*	-9	-9	-17%
Cc1ccc2nc(C)c(C(=O)NN=C3CCCCCC3)n2c1
→ 13%	4%	u	-12	0	3%
